ST2 inh: IL1RL1 inhibition; Q01638; AlphaLISA ST2-Fc/biotin-IL-33 interaction, 1 h; inhibition, % for hits at 17 µM; hit rate 2.3% among 78,000; in the data active means inhibition above about 30%; inconclusive means mostly about 10% to 28%
Target sequence (Q01638 whole entry, looked up): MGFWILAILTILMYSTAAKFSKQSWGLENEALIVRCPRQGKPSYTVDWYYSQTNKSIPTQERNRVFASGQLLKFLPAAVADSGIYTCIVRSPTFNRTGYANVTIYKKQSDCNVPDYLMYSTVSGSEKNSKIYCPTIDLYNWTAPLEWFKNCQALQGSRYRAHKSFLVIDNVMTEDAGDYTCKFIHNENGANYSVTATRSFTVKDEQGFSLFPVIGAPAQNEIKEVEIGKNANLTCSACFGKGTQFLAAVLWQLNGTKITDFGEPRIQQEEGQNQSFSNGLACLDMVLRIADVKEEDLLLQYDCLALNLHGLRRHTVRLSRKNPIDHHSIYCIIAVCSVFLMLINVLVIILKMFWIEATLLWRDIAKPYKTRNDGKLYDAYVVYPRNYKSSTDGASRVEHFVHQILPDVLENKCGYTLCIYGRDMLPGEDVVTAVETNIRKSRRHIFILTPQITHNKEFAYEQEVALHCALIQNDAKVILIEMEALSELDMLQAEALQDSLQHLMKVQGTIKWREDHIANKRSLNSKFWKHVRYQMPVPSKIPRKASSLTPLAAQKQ
Active calls of the source: *; i = inactive; ? = inconclusive.

SMILES	ST2 inh
Cc1ccc(CCN2C(=O)CCC2(C)C(=O)NC2CCCCC2)cc1 (centres undefined)	i
O=C1CC(c2ccccc2)CC(O)=C1C=Nc1ccc(Cl)cc1C(=O)c1ccccc1 (centres undefined)	i
O=C(CCCn1c(=O)[nH]c2ccsc2c1=O)N1CC=C(c2ccccc2)CC1	?
COc1ccc(S(=O)(=O)Nc2cccc([N+](=O)[O-])c2)cc1OC	i
Cc1cccc(CSC2=NCCN2C(=O)c2cc3ccccc3o2)c1	i
Cc1ccc(OCCCCn2cnc3ccccc3c2=O)c([N+](=O)[O-])c1	i
CCN1CCN(C(=O)c2ccc(N3CCC(NCCc4ccc(C(F)(F)F)cc4)CC3)cc2)CC1	i
Cc1ccc(C(=O)Nc2nc3ccc4sc(C)nc4c3s2)cc1	42%*
CC(C)Cc1cc(C(=O)N2CCCC2c2cc(C(C)C)on2)n(C)n1 (centres undefined)	?
O=c1ccnc(SCc2ccc(Br)cc2)[nH]1	i
Cc1cc(C)c(NS(=O)(=O)c2nc3nc(C)cc(C)n3n2)c(Cl)n1	i
O=C(O)C1CCC(CNS(=O)(=O)c2ccccc2)CC1 (centres undefined)	i
CCc1ccc(OCCCn2cc(/C=C3/C(=N)N4C=CSC4=NC3=O)c3ccccc32)cc1	?
COc1cccc(CC2CN(C(=O)c3ccccc3N(C)C)CCO2)c1 (centres undefined)	i
Cc1c(C(F)(F)F)nc(-c2ccc(CN(C)Cc3cnn(C)c3)cc2)[nH]c1=O	i
CCOc1cc(/C=C2\C(=O)Nc3ccc(Br)cc32)cc(Cl)c1O	33%*
Cc1nc(C)c(-c2csc(Nc3ccc(Br)cc3)n2)s1	?
Cc1ccn2c(F)c(C(=O)N3[C@@H]4CC[C@H]3CN(C)C(=O)C4)nc2c1	?
CC1=C(C(=O)Nc2ccc(F)cc2F)C(c2ccsc2)C2=C(CC(C)(C)CC2=O)N1 (centres undefined)	i
CCOc1ccc(NC(=O)c2cccs2)cc1	i
Cc1[nH][nH]c(=O)c1C(c1cccc(O)c1)c1c(C)[nH][nH]c1=O	i
O=C1/C(=C/c2ccc(F)cc2)Sc2ccccc21	?
Cc1[nH]nc(SCC(=O)N2CCCCC2)c1[N+](=O)[O-]	?
COc1ccc(C2C(C(=O)c3cc4ccccc4o3)=C(O)C(=O)N2CCCN2CCOCC2)cc1 (centres undefined)	i
Cc1cc(C)c(S(=O)(=O)NCc2ccc(C(=O)O)cc2)c(C)c1	i
CC1CCN(C(=O)c2ccc3c(c2)N(C)C(=O)C2CCCCN32)CC1 (centres undefined)	i
CC(C)C(NS(=O)(=O)c1ccc2c(c1)oc(=O)n2C)C(=O)NCc1ccccc1Cl (centres undefined)	i
COc1ccc(N2C(=O)NC3CC2(C)Oc2ccc(Br)cc23)c(OC)c1 (centres undefined)	i
COc1ccc(CNC(=O)C[C@@H]2O[C@H](CNCc3ccccn3)[C@@H](O)[C@H]2O)cc1	i
Cc1ccc([N+](=O)[O-])cc1NC(=O)c1ccc(I)cc1	?
N#Cc1nc(COc2ccc(Br)cc2)oc1NCCCn1ccnc1	?
Cc1cccc(-c2cccc(NC(=O)C3CCCN(C(=O)c4cnsn4)C3)c2)c1 (centres undefined)	i
O=C(COc1ccc(Cl)cc1Cl)NCCOC12CC3CC(CC(C3)C1)C2	?
CCc1ccc(-c2nccn2CCc2nc(C)c3c(n2)CCC3)o1	i
CCCc1cc(C(=O)Nc2cc(C)nn2-c2ccccc2)no1	i
O=C(O)c1cccc2c1C(=O)c1cc(Cl)ccc1-2	?
CCOC(=O)c1ccc(CNCc2ccc(Br)cc2)cc1	i
Cc1nc(SCC(=O)OC(C)(C)C)c2c3c(sc2n1)CCCC3	i
O=c1c2c3c(sc2nc(SCc2ccncc2)n1-c1ccccc1)CCCC3	?
Cc1ccccc1Nc1nnc(C(C)(C)C)c(=O)[nH]1	?
Cn1c2c(c3cc(C4CCCCC4)ccc31)CCC2=O	i
CCCCN(CC)CCNS(=O)(=O)c1cccc2cccnc12	?
Cc1ccc2oc(-c3ccc(NC(=O)CC(C)C)cc3)nc2c1	i
O=C(NC1CC1)C1CCCN(C2CCN(c3noc(-c4ccccc4)n3)CC2)C1 (centres undefined)	?
CCOC(=O)c1nn(-c2ccc(OCC)cc2)cc1O	i
C=CCNC(=O)C(C)N(c1ccc(OCC)cc1)S(C)(=O)=O (centres undefined)	i
CCCc1cc(C(=O)N2CCc3c(c(C(=O)N4CCOCC4)nn3CCCc3ccccc3)C2)no1	?
O=C(O)/C=C/C(O)c1ccc(Cl)cc1 (centres undefined)	?
COc1ccccc1-c1noc(CCC(=O)N2CCCC2C(F)(F)F)n1 (centres undefined)	i
Cc1sc2ncn(CC(=O)NCCCC(=O)NCc3ccccn3)c(=O)c2c1C	i
CSCCC(=O)N1CCCC(N2CCN(c3cccc(C(F)(F)F)c3)CC2)C1 (centres undefined)	?
O=C(CN1C(=O)/C(=C\c2ccc(C(F)(F)F)cc2)Sc2ccccc21)NCc1ccco1	32%*
Cc1ccc(Nc2nc(C)cs2)cc1	?
CN(C)c1nc2c(c(N(C)C)n1)CCN(C(=O)c1cccc3c1OCC3)C2	i
COc1ccc(C(=O)Oc2ccc3cc(-c4nc5ccccc5n4C)c(=O)oc3c2)cc1	i
O=C(O)c1cccc(NC(=O)c2ccc3c(c2)C(=O)N(c2nccs2)C3=O)c1	i
CCCC(=O)N1c2ccccc2-c2nnc(SC)nc2OC1c1cccs1 (centres undefined)	?
CC(=O)N1CCC[C@H]1C(=O)N(Cc1ccco1)Cc1ccco1	i
O=C(CN1CCN(Cc2ccccc2)C1=O)NCCN1CCOCC1	?
FC(F)(F)c1cc(-c2ccc(Cl)cc2)nc(NCc2cccnc2)n1	i

A draw from above in order of molecular weight, ascending.
SMILES	ST2 inh
CC(=O)N1CCC[C@H]1C(=O)N(Cc1ccco1)Cc1ccco1	i
COc1ccccc1-c1noc(CCC(=O)N2CCCC2C(F)(F)F)n1 (centres undefined)	i
O=C(CN1C(=O)/C(=C\c2ccc(C(F)(F)F)cc2)Sc2ccccc21)NCc1ccco1	32%*

Given bar-delimited: part of the list above
smiles | ST2 inh
CCCC(=O)N1c2ccccc2-c2nnc(SC)nc2OC1c1cccs1 (centres undefined) | ?
Cc1sc2ncn(CC(=O)NCCCC(=O)NCc3ccccn3)c(=O)c2c1C | i

Filtered by structure: those above containing bromine
SMILES	ST2 inh
O=c1ccnc(SCc2ccc(Br)cc2)[nH]1	i
CCOc1cc(/C=C2\C(=O)Nc3ccc(Br)cc32)cc(Cl)c1O	33%*
Cc1nc(C)c(-c2csc(Nc3ccc(Br)cc3)n2)s1	?
COc1ccc(N2C(=O)NC3CC2(C)Oc2ccc(Br)cc23)c(OC)c1 (centres undefined)	i
N#Cc1nc(COc2ccc(Br)cc2)oc1NCCCn1ccnc1	?
CCOC(=O)c1ccc(CNCc2ccc(Br)cc2)cc1	i

The list continues:
SMILES	ST2 inh
C#CCCCCCCCCCCCC(O)CC(O)CO (centres undefined)	i
CCOC(=O)c1c(NC(=O)COc2ccc(Cl)cc2C)sc(C(C)=O)c1C	?
O=C(CSc1nc2c(sc3ccccc32)c(=O)n1Cc1ccco1)NCC1CCCO1 (centres undefined)	i
Cn1cc(/C=C2\C(=O)NN(c3ccccc3)C2=O)c2ccccc21	i
CCCCNC(=O)c1ccc(Cn2c(=O)c3cc(OC)c(OC)cc3n(CC(=O)NC(C)C)c2=O)cc1	?
O=C(Nc1cccc(N2CCCS2(=O)=O)c1)c1ccc(C(F)(F)F)cc1	?
COc1cccc2cc(-c3nc(-c4ccc(Cl)cc4)cs3)c(=O)oc12	i
CSc1nc2c(c(=O)[nH]1)C(c1ccc(N(C)C)cc1)C1=C(CCCC1=O)N2 (centres undefined)	i
COc1ccc(CCN2CC(NC3CSCCSC3)CC2=O)cc1 (centres undefined)	?
O=C(C1CCC(=O)N1Cc1cccnc1)N1CCN(c2ccc(F)cc2)CC1 (centres undefined)	i
O=C1S/C(=C\c2ccccc2F)C(=O)N1CNc1cccc(F)c1	i
Cc1cc(C(=O)Nc2ccc3c(c2)OCO3)no1	i

2 entries from above, field by field:
O=C(CSc1nc2c(sc3ccccc32)c(=O)n1Cc1ccco1)NCC1CCCO1 (centres undefined)
  ST2 inh: i
Cn1cc(/C=C2\C(=O)NN(c3ccccc3)C2=O)c2ccccc21
  ST2 inh: i

(next part)
SMILES	ST2 inh
CCOC(=O)c1cccc(NC(=O)N2CC[C@@H](CC(=O)N(C)CCC#N)[C@@H](CC)C2)c1	i
CCc1cnc(C)nc1N1CCCN(C(=O)c2ccoc2)CC1	i
Cc1cccc(N2CCN(S(=O)(=O)c3ccc4c(c3)c(=O)n(C)c(=O)n4C)CC2)c1C	i
CN1CC2(CCCN(Cc3cccc4c3OC(F)(F)O4)CC2)OC1=O (centres undefined)	?
O=C(CSc1nc2c(c(=O)n1-c1ccc(Cl)cc1)SCC2)Nc1cccc(F)c1	i
Nc1ccc(-c2ccc(N)c(C(=O)O)c2)cc1C(=O)O	i
CCN(CCCNS(=O)(=O)c1cccc2cccnc12)c1cccc(C)c1	?
COc1ccccc1N1CCN(c2ncnc3sc4c(c23)CCC4)CC1	?
CCOC(=O)c1sc2ncnc(NCCc3ccc(OC)c(OC)c3)c2c1C	i
Cc1ccncc1-c1cc2ccccc2o1	i
COc1ccc(/C=C2\SC(=O)N(CC(=O)NC(C)(C)C)C2=O)cc1OC	?
C/C(=C\CC[C@@H](C)[C@H]1CC(O)[C@@]2(C)C3CC[C@H]4C(C)(C)[C@@H](O[C@@H]5OC(COC6OCC(O)C(O)C6O)C(O)C(O)C5O)CC[C@@]45C[C@@]35CC(O)[C@]12C)C(=O)OC1OC(CO)C(O)C(O)C1O (some centres undefined)	i
COc1ccc(Cl)cc1NC(=O)Cn1cnc2c(oc3ccccc32)c1=O	i
CC(O)CNc1nc2c(c(=O)n(C)c(=O)n2C)n1Cc1ccc(Cl)cc1Cl (centres undefined)	i
COc1ccc(C2C(C(=O)Nc3ccccc3OC)=C(C)Nc3nc4ccccc4n32)cc1 (centres undefined)	i
C=CCN1C(=Nc2cccnc2)SCC1(O)c1ccccc1 (centres undefined)	53%*
COc1ccc(CCNc2nc(CC(C)=O)ns2)cc1OC	i
O=C(c1coc(Cn2cnc3ccccc32)n1)N1CCCC(OCc2cccnc2)C1 (centres undefined)	i
CCC(Sc1nc(C)cc(C(F)(F)F)c1C#N)C(=O)Nc1cc(C)on1 (centres undefined)	?
CN(C)S(=O)(=O)c1ccc(C(=O)Nc2nnc(-c3ccc(Cl)s3)o2)cc1	?
CC1=C(C(=O)N2CCC(C(=O)Nc3ccc(-c4cccc(C)c4)cc3)CC2)OCCO1	i
CCCCC(=O)Nc1cc(Cl)ccc1C	i
O=C(Nc1cccc(Cl)c1)C1CCN(S(=O)(=O)c2cccs2)CC1	i
COc1ccc2oc(=O)c(C(=O)NCCC3=CCCCC3)cc2c1	i
O=C(c1ccccc1)N1CCCOC1c1ccccc1 (centres undefined)	i
CCCOc1ccccc1NC(N)=Nc1nc(C)cc(C)n1	i
CC(=O)Nc1ccc(S(=O)(=O)n2nc(C)c(Sc3ccc(Cl)cc3)c2C)cc1	?
COc1ccc(-n2ncc3c(N4CCCC(C)C4)ncnc32)cc1 (centres undefined)	i
CCN(CC)CCNC(=O)C1c2cc(OC)c(OC)cc2C(=O)N(C)C1c1ccccc1F (centres undefined)	i
CN1CCC(Cc2noc(-c3cccc(-c4cn[nH]c4)c3)n2)CC1	?
COc1ccccc1-c1nnc(SC)o1	?
CCOc1ccc(OCC)c(S(=O)(=O)N2CCN(c3nc(C)cc(N4CCOCC4)n3)CC2)c1	i
CC1=C(/C=C/C(C)=C\C=C\C(C)=C/C(=O)O)C(C)(C)CCC1	i
CC(Sc1ccccc1)C(=O)Nc1ccccc1 (centres undefined)	i
CN(C)c1cc(NC(=O)CN2CCN(C(=O)c3ccccc3)CC2)c2ccccc2n1	i
COc1ccc(C2SC(C)C(=O)N2c2cccc(C(=O)O)c2)cc1 (centres undefined)	i
O=C(CSc1nc2c(c(=O)n1-c1ccccc1)SCC2)Nc1cccc(Cl)c1	?
O=C(O)CCC(=O)N1CCc2cc(S(=O)(=O)NCc3ccccc3Cl)ccc21	?
O=C(NC1CC1)c1ccc2c(c1)N(Cc1ccccc1Cl)C(=O)CS2	i
CC1=C(C(=O)Nc2ccccn2)C(c2ccccc2)C2=C(CCCC2=O)N1 (centres undefined)	i
COc1ccc(N2C(=O)C3CC(C)=C(C)CC3C2=O)cc1 (centres undefined)	i
CN1CC2(CCCN(C(=O)CCc3nc4ccccc4s3)CC2)OC1=O (centres undefined)	?
CC(C)NC(=O)NC[C@H]1O[C@@H](CC(=O)NC2CC2)[C@H](O)[C@@H]1O	?
Cc1cccc(CN2CCC(O)CC2)c1	?
CCCCN(C)S(=O)(=O)c1cc(Br)cc2c1N(C(=O)CC)CC2	i
COc1ccc(-n2nc(C(=O)O)c3ccccc3c2=O)cc1	i
CCCCOc1ccc(OCCCC)c2c1nc(-c1ccccc1NC)c(=O)n2C	69%*
CCCC(=O)Nc1nc2ccc(S(C)(=O)=O)cc2s1	?
Cc1csc2nc(CSc3ccc(Cl)cc3)cn12	?
CC(C)(C)NS(=O)(=O)Nc1ccccc1	i
CCOC(=O)c1c(C)oc2ccc(OCC(=O)c3ccccc3)cc12	i
C=CCn1c(CCCNC(C)=O)nc2ccccc21	i
COc1ccc(C)cc1NC(=O)c1ccc(N(C)S(=O)(=O)c2ccccc2)cc1	i
Cc1ccc(-c2nnc(-c3nc(NCCC(C)C)c4ccccc4n3)o2)cc1	i
C=C1C(=O)O[C@@H]2C3=C(C)CCC[C@]3(C)CC[C@@]12O	i
O=S(=O)(Nc1cc(Br)c2oc3c(c2c1)CCCC3)c1ccccc1	i
O=C(c1cc[n+]([O-])cc1)N1CCCC(CO)(Cc2ccccc2)C1 (centres undefined)	?
CC(C)(C)NS(=O)(=O)c1ccc(NC(=O)CN2C(=O)c3ccccc3C2=O)cc1	i
Cc1nc(SCc2cccnc2)c2c(=O)n(C)c(=O)n(C)c2n1	i
COc1ccc(NC(=O)CSc2ccccn2)c([N+](=O)[O-])c1	?
Cc1cc(N(C)C)nc(Nc2ccc(NC(=O)c3ccc(C(C)(C)C)cc3)cc2)n1	?
Cc1cc(C)n(-c2cccc(F)c2)c(=O)c1C(N)=O	?
COc1ccccc1N=Cc1c(C)[nH]n(-c2ccccc2)c1=O	?

Compound activity from PubChem.

An excerpt; rates above refer to the full screens.
